# High-throughput results from PubChem.
# PfGluPho inh – PfG6PD (Plasmodium falciparum) enzyme inhibition; PfGluPho enzyme, NADPH resazurin-diaphorase fluorescence; inhibition, % at 20 µM; 0.78% of 350,000 active;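 active = inhibition reaching at least a set limit at 20 µM in the primary screen, cut at about 59% in these data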;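 note: 0% = DMSO wells with substrate and 100% = DMSO wells lacking glucose-6-phosphate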
# SENP8 inh – SENP8 (human) protease inhibition; recombinant SENP8, Nedd8 substrate fluorescence; Q96LD8; 0.64% of 360,000 active; inhibition, % at 20 µM; AID 602440; in the data active = inhibition mostly above about 40%, no sharp cut-off; inactive = mostly below about 27%
# Target sequence (Q96LD8 whole entry, looked up): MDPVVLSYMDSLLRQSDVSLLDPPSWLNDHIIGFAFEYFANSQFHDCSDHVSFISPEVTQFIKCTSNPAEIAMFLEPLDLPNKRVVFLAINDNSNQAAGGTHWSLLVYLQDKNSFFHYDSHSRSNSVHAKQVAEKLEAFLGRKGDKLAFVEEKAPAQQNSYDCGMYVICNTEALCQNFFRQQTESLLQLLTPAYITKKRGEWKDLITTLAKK
# SENP1 inh – inhibitors of human SENP1 SUMO protease catalytic domain. recombinant SENP1 catalytic domain, CyPet-SUMO1-YPet FRET cleavage. 0.21% of 360,000 active. Q9P0U3. inhibition, % at 10 µM. AID 624204;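 active = inhibition at least 30% at 10 µM, raw YFP signal under a set limit, fluorescence ratio 0.5 to 1.5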;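 note: 0% = enzyme with DMSO and 100% = no enzyme wells; some results filed as inactive read as strong as hits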
# Target sequence (Q9P0U3 419-644 limits assumed): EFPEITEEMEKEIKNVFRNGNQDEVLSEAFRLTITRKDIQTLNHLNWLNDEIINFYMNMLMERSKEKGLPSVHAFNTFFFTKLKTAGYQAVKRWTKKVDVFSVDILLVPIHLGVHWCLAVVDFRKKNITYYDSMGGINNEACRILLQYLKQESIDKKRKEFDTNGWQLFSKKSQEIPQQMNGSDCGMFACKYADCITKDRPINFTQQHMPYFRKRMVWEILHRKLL
#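 Assay system: hSENP1 catalytic domain, recombinant. Amount: SENP1 enzyme, 20 pM final. Schedule: 50 min reaction, RT, dark. Technique: FRET, CFP and YFP emission. Control set: no-enzyme wells low, DMSO-plus-enzyme wells high control.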
# Numbers without * were called inactive.
Structure: Cn1cc(C=O)c2nccnc21
  PfGluPho inh: -15; SENP8 inh: -15; SENP1 inh: 1
Structure: CN1CCN(C(=O)COc2ccc(S(=O)(=O)Nc3ccc(Cl)cc3)cc2)CC1
  PfGluPho inh: 4; SENP8 inh: 26; SENP1 inh: 2
Structure: O=S(=O)(c1ccc(Cl)cc1)N1Cc2ccccc2-n2nncc2C1
  PfGluPho inh: 17; SENP8 inh: 13; SENP1 inh: 2
Structure: Cc1ccc(-n2c(=S)[nH]c3ccc(C)cc3c2=O)cc1
  PfGluPho inh: -11; SENP8 inh: 4; SENP1 inh: -1
Structure: Cc1noc(C)c1COc1ccc(C(=O)NCC2(N(C)C)CCCCC2)cc1
  PfGluPho inh: -13; SENP8 inh: 20; SENP1 inh: 2
Structure: CCOC(=O)c1cccc(C2=C(CNC(=O)c3cccnc3)[C@H]3CC[C@@H](C2)N3Cc2ccccc2)c1
  PfGluPho inh: -5; SENP8 inh: -3; SENP1 inh: 2
Structure: CS(=O)(=O)c1ccc(C2=C(CNC(=O)c3cccs3)[C@H]3CC[C@@H](C2)N3CCOc2ccccc2)cc1
  PfGluPho inh: 0; SENP8 inh: 18; SENP1 inh: 2
Structure: O=S1c2ccccc2-c2ccccc21
  PfGluPho inh: 5; SENP8 inh: 5; SENP1 inh: 3
Structure: O=C1C2CCN(CC2)C1(CO)CO
  PfGluPho inh: -2; SENP8 inh: 16; SENP1 inh: 1
Structure: CC1(CCCc2ccc(N(CCCl)CCCl)cc2)NC(=O)NC1=O (stereo not drawn)
  PfGluPho inh: 12; SENP8 inh: 10; SENP1 inh: 1
Structure: C[C@H]1CN([C@@H](C)CO)C(=O)CCCn2nncc2CO[C@H]1CN(C)C(=O)Oc1ccc2ccccc2c1
  PfGluPho inh: -12; SENP8 inh: 0; SENP1 inh: -1
Structure: CC(=CCOc1ccc2ccc(=O)oc2c1)C1=CC(=O)C(C)(C)O1
  PfGluPho inh: 2; SENP8 inh: -260; SENP1 inh: -7
Structure: COc1ccc(OC(=O)N(C)C[C@@H]2OCc3cnnn3CCCC(=O)N([C@@H](C)CO)C[C@@H]2C)cc1
  PfGluPho inh: -1; SENP8 inh: 19; SENP1 inh: 0
Structure: Cc1ccc(-n2c(=S)[nH]c3ccccc3c2=O)cc1F
  PfGluPho inh: 5; SENP8 inh: -100; SENP1 inh: 0
Structure: Nc1cc(C(=O)Nc2ccccc2F)ccc1N1CC2CC(C1)c1cccc(=O)n1C2 (stereo not drawn)
  PfGluPho inh: 50; SENP8 inh: -414; SENP1 inh: 2

# Random excerpt: 3 entries already listed.
Structure: O=S1c2ccccc2-c2ccccc21
  PfGluPho inh: 5; SENP8 inh: 5; SENP1 inh: 3
Structure: COc1ccc(OC(=O)N(C)C[C@@H]2OCc3cnnn3CCCC(=O)N([C@@H](C)CO)C[C@@H]2C)cc1
  PfGluPho inh: -1; SENP8 inh: 19; SENP1 inh: 0
Structure: Cc1noc(C)c1COc1ccc(C(=O)NCC2(N(C)C)CCCCC2)cc1
  PfGluPho inh: -13; SENP8 inh: 20; SENP1 inh: 2

# Next part.
Structure: C=CCNC(=S)N1Cc2ccccc2-n2nncc2C1
  PfGluPho inh: -1; SENP8 inh: 6; SENP1 inh: 3
Structure: Cc1ccc(S(=O)(=O)Oc2ccccc2C=C2C(=O)NC(=O)NC2=O)cc1
  PfGluPho inh: 19; SENP8 inh: 8; SENP1 inh: 0
Structure: CC(=O)Nc1ccc(S(=O)(=O)N2Cc3ccccc3-n3nncc3C2)cc1
  PfGluPho inh: -11; SENP8 inh: 1; SENP1 inh: 0
Structure: C1CN(P2(N3CC3)=NP(N3CC3)(N3CC3)=NP(N3CC3)(N3CC3)=N2)CCO1 (stereo not drawn)
  PfGluPho inh: 8; SENP8 inh: 25; SENP1 inh: 2
Structure: CCOC(=O)c1cccc(C2=C(CNC(=O)c3ocnc3C)[C@H]3CC[C@@H](C2)N3Cc2ccccc2)c1
  PfGluPho inh: -9; SENP8 inh: 7; SENP1 inh: 0
Structure: C[C@@H]1CN([C@@H](C)CO)C(=O)CCCn2nncc2CO[C@H]1CN(C)C(=O)Oc1ccc2ccccc2c1
  PfGluPho inh: 1; SENP8 inh: 7; SENP1 inh: 0
Structure: O=C(O)c1nn(Cc2ccc(Cl)cc2)c2ccccc12
  PfGluPho inh: -9; SENP8 inh: 11; SENP1 inh: -4
Structure: COC(=O)C1=C(c2ccc(OCc3ccccc3)c(F)c2)C[C@@H]2CC[C@H]1N2C
  PfGluPho inh: 2; SENP8 inh: -6; SENP1 inh: 2
Structure: Nc1cccc(SC2CC(=O)N(c3ccc(Cl)cc3C(=O)c3ccccc3)C2=O)c1 (stereo not drawn)
  PfGluPho inh: 18; SENP8 inh: 10; SENP1 inh: -1
Structure: CC(C)c1ccc(C(c2c(O)c3ccccc3oc2=O)c2c(O)c3ccccc3oc2=O)cc1
  PfGluPho inh: -43; SENP8 inh: -10; SENP1 inh: -1
Structure: CC1CC2CC(=O)CCC2(C)C2CCC3(C)C(O)CCC3C12 (stereo not drawn)
  PfGluPho inh: -1; SENP8 inh: 16; SENP1 inh: 3
Structure: COc1ccccc1CN1CCNCC1
  PfGluPho inh: -1; SENP8 inh: 3; SENP1 inh: 2
Structure: Cc1ccc2n1Cc1cnnn1-c1ccccc1-2
  PfGluPho inh: 0; SENP8 inh: -380; SENP1 inh: 1
Structure: N#CC1c2ccccc2C=CN1C(=O)c1ccc(N(CCCl)CCCl)cc1 (stereo not drawn)
  PfGluPho inh: 2; SENP8 inh: -47; SENP1 inh: 1
Structure: CS(=O)(=O)c1ccc(C2=C(CNC(=O)c3cccs3)[C@H]3CC[C@@H](C2)N3Cc2ccco2)cc1
  PfGluPho inh: -7; SENP8 inh: -2; SENP1 inh: 1

# A different layout for part of the listing above.
Molecule	PfGluPho inh	SENP8 inh	SENP1 inh
C[C@@H]1CN([C@@H](C)CO)C(=O)CCCn2nncc2CO[C@H]1CN(C)C(=O)Oc1ccc2ccccc2c1	1	7	0
CC(C)c1ccc(C(c2c(O)c3ccccc3oc2=O)c2c(O)c3ccccc3oc2=O)cc1	-43	-10	-1
O=C(O)c1nn(Cc2ccc(Cl)cc2)c2ccccc12	-9	11	-4

# A different layout for part of the listing above:
# Results follow in this order: PfGluPho inh | SENP8 inh | SENP1 inh
O=C(O)c1nn(Cc2ccc(Cl)cc2)c2ccccc12
→ -9 | 11 | -4
COC(=O)C1=C(c2ccc(OCc3ccccc3)c(F)c2)C[C@@H]2CC[C@H]1N2C
→ 2 | -6 | 2

# Look-ups from the results shown:
# Nc1cccc(SC2CC(=O)N(c3ccc(Cl)cc3C(=O)c3ccccc3)C2=O)c1 (stereo not drawn) | PfGluPho inh = 18
# COC(=O)C1=C(c2ccc(OCc3ccccc3)c(F)c2)C[C@@H]2CC[C@H]1N2C | PfGluPho inh = 2
# O=C(O)c1nn(Cc2ccc(Cl)cc2)c2ccccc12 | SENP8 inh = 11

# These rows are one share of the data; rates above refer to the full screens.
